Screens: PubChem, National Center for Advancing Translational Sciences (NCATS)
aSyn rescue: qHTS of alpha-syn Inhibitors | Potency, µM (top dose mostly 46.1 µM), inactives show top-dose growth rescue (activation), hits mostly activators | 0.14% of 370,000 active | AID 652106, 2013 | Yeast expressing alpha-synuclein, growth rescue, BacTiter-Glo, 24 h; note: potency is the fitted concentration of half-maximal effect; % of control where 0% means no effect; nearly all actives have a fitted effect of over 65% in size
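Rescue of yeast growth: cells expressing toxic alpha-synuclein, induced in galactose at OD600 0.02, incubated with compound 24 h at 30 C. ATP luminescence quantified growth; inhibitors of toxicity appear as activators.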
MmCpn inh: Inhibitors of TCP-1 ring complex (TRiC) of Methanococcus maripaludis (MmCpn): qHTS; Chaperonin Mm-Cpn (Methanococcus maripaludis); purified Mm-Cpn ATPase, ADP Transcreener TR-FRET; Potency, µM (titrated, usually from 76.9 µM), for the others: top-dose activity, negative = inhibition, actives largely listed as inhibitors; 0.031% of 330,000 active; AID 504842, 2011; note: potency is the fitted concentration of half-maximal effect; % is set by controls: 0 for no effect and ±100 for the full control effect; nearly all actives have a fitted effect of over 80% in size
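Purified archaeal Mm-CPN (25nM final) preincubated 10 min at 37degC with compound, then 10uM ATP for 30 min at 37degC; ADP measured by HTRF Transcreener TR-FRET; buffer 30 mM TRIS pH 7.4, 100mM KCl, 5mM MgCl2, 1mM DTT.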
Abeta yeast res: qHTS for compounds that reverse cellular toxicity of Amyloid beta (A-beta) peptide in yeast: Primary Screen; AID 1347071, 2019; Potency, µM (highest dose often 46.1 µM), inactives show at the top dose growth rescue, most hits filed as activators; yeast expressing A-beta42, growth rescue, OD600, 48 h; response scale: 0% DMSO, 100% iron-clioquinol control; 0.063% of 410,000 active; note: potency is the fitted concentration of half-maximal effect; nearly all actives have a fitted effect of over 55% in size
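Growth rescue measured by 600 nm absorbance after 48 h yeast culture at 30 C with compound. Values normalized between DMSO and an equimolar ferric chloride plus clioquinol control.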
PTHR1 ag: qHTS for PTHR1 Agonists: Primary Screen | AID 743266, 2014 | Potency, µM (top dose mostly 115 µM), for inactives: at the highest dose activation, usual class: activators | HEK293 GP2 PTHR1 cells, GloSensor cAMP luminescence, 1 h | 0.075% of 410,000 active | Parathyroid hormone/parathyroid hormone-related peptide receptor (Homo sapiens), Q03431; note: potency is the fitted concentration of half-maximal effect; nearly all actives have a fitted effect of over 55% in size; some results filed as inactive show a strong effect at the top dose; inactives centre near -15; many of its hits are not listed in these tables
Target sequence (Q03431 whole entry, looked up): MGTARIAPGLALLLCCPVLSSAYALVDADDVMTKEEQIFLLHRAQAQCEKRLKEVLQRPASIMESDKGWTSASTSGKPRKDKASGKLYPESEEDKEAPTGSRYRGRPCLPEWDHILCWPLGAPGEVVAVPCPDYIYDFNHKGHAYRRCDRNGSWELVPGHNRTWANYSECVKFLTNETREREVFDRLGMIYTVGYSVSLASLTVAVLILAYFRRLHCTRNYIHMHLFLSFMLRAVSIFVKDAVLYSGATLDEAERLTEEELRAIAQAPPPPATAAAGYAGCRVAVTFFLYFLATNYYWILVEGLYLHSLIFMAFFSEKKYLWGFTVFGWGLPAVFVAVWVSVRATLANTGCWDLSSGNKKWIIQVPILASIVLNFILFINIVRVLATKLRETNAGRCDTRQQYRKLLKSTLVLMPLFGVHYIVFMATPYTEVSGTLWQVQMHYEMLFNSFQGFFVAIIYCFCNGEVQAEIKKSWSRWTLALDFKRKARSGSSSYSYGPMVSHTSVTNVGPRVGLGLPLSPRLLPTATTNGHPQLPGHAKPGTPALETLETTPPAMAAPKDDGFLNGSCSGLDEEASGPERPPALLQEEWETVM
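HEK-293-derived GP2 cells expressing PTHR1 and a GloSensor cAMP reporter, 3,000/well, plated overnight, given luciferin plus IBMX (each 0.5 mM as added) for 1 h at 37 °C, then compound for 1 h at 37 °C. Luminescence was read after 15 min at room temperature.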
FUS suppressor: qHTS for Suppressors of FUS Proteinopathy: Primary screen using FUS-linked yeast assay; S. cerevisiae FUS-expressing, growth rescue, OD600, 24 h; Potency, µM (titrated, usually from 76.6 µM), without a hit: at the top dose growth rescue (activation), most hits filed as activators; 0.24% of 390,000 active; AID 1347120, 2019;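 note: potency is the fitted concentration of half-maximal effect; plate controls were DMSO vehicle for no effect and reference control for full effect; nearly all actives have a fitted effect of over 55% in size; some results filed as inactive show a strong effect at the top dose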
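Cultures pregrown in 2.5% raffinose medium are shifted to minimal medium containing 2% galactose to express toxic FUS. Compounds are tested at several concentrations. After 24hr at 30C, growth is quantified at 600 nm absorbance.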
pAkt inh: HTS Assay for Inhibitors of Akt Phophorylation: Primary Screen; activity change, % for hits at 50 µM; Neuro2A IGF-stimulated pAkt S473 HTRF, 20 min; hits give low values; 0.32% of 360,000 active; AID 651550, 2012; in the data active = activity change below about -80%; inconclusive = mostly about -51% to -80%; note: % is set by controls: 0 for no effect and ±100 for the full control effect
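Neuro2A cells (4,500/well, DMEM with 0.5% FBS) were treated with compound at a single 50 µM final concentration, stimulated with 6 nM IGF for 20 min at 37 °C, and lysed. Phospho-Akt Ser473 was read by HTRF as 665/615 ratio ×10^4.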
HEK293 tox: qHTS of GLP-1 Receptor Inverse Agonists: Cytotox Screen | HEK293 cAMP-luciferase reporter cells, luminescence, 24 h | Potency, µM (titrated, usually from 38.3 µM), without a hit: top-dose activity change, negative = inhibition, hits mostly inhibitors | 0.13% of 410,000 active | AID 624418, 2012;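 note: loss of luciferase light is scored as toxicity; potency is the fitted concentration of half-maximal effect; % is set by controls: 0 for no effect and ±100 for the full control effect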
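Cells in DMEM/10% Nu serum/1% pen-strep, 1536-well format. Pre-incubated 12 h, dosed with 23 nL compound, incubated a further 24 h. Luciferase detection, 12 min at room temp, luminescence.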
GLP-1R inv ag: qHTS of GLP-1 Receptor Inverse Agonists (Inhibition Mode) | Glucagon-like peptide 1 receptor (Homo sapiens), P43220 | HEK293 GLP-1R CRE-luciferase, luminescence, 24 h; GLP-1R form is constitutively active | Potency, µM (doses to about 38.3 µM), inactives show top-dose activity change, negative = inhibition, actives largely listed as inhibitors | 1.6% of 410,000 active | AID 624417, 2012; note: potency is the fitted concentration of half-maximal effect; % is set by controls: 0 for no effect and ±100 for the full control effect; nearly all actives have a fitted effect of over 55% in size
Target sequence (P43220 whole entry, looked up): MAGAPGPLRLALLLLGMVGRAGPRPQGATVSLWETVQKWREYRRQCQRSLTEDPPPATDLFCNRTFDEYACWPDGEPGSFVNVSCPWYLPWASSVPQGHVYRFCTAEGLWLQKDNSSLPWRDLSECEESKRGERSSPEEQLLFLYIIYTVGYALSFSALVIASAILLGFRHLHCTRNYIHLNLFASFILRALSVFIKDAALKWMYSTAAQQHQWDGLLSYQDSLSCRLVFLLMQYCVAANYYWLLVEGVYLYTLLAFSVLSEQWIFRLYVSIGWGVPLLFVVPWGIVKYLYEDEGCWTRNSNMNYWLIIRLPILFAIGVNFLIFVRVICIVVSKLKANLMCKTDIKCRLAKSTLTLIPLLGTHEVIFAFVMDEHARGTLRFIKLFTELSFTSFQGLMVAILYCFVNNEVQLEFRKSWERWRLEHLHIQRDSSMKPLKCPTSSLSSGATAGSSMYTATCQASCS
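qHTS in 1536-well format: reporter HEK293 cells expressing constitutive GLP-1R activity in DMEM + 10% Nu serum, 24 hr with compounds at 37 deg C, luminescence read after 12 min with detection reagent.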
TDP43 rescue: qHTS of TDP-43 Inhibitors | TDP-43 expressing yeast growth rescue, BacTiter-Glo, 24 h | Potency, µM (doses to about 46.1 µM), inactives show at the top dose growth rescue (activation), hits mostly activators | 1.8% of 410,000 active | AID 652104, 2013; note: potency is the fitted concentration of half-maximal effect; % of control where 0% means no effect; nearly all actives have a fitted effect of over 50% in size
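In this qHTS, compounds that restore growth of yeast expressing TDP-43 appear as activators. Cells (OD600=0.02, galactose medium, raffinose-pregrown) are incubated with compound 24 hr at 30 deg C and growth is quantified by BacTiter-Glo.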
An asterisk follows results filed as active; i = inactive; ? = inconclusive; nt = no result given; [ ] = dose if it differs, or a comment. Unless noted, calls come from the whole dose curve; as a rule, active = well fitted curve in the direction sought with a large enough effect; inconclusive = small, poorly fitted or top-dose-only effect, or another doubt; inactive = no such curve, though single readings can be large; an effect the other way counts as inactive or inconclusive.

no.	SMILES	aSyn rescue	MmCpn inh	Abeta yeast res	PTHR1 ag	FUS suppressor	pAkt inh	HEK293 tox	GLP-1R inv ag	TDP43 rescue
1	CNC(=O)CC1C(=O)N(C)C(=S)N1NC(=O)c1ccccc1 (stereo unspecified)	23%	2%	14%	-11%	-20%	i	-2%	46%[activator]	14%
2	COC(=O)c1ccccc1NC(=O)NC1CCCC1	-2%	-4%	8%	i	-17%	i	-1%	15%	28%
3	CCOc1ccc2[nH]c(C)cc(=O)c2c1	-10%	0%	-16%	i	-3%	i	5%	11%	-4%
4	O=C(CN1CCOCC1)Nc1ccc(Oc2ccc(NC(=O)CN3CCOCC3)cc2)cc1	0%	2%	5%	i	8%	i	8%	10%	-13%
5	C=CCn1c(COc2ccc(OC)cc2)nnc1SC(C)C(=O)NC1CC1 (stereo unspecified)	3%	-1%	-9%	i	-22%	i	-6%	-2%	3%
6	CCN(CC)S(=O)(=O)c1ccc(/C=C/C(=O)OCC(=O)NCc2cccs2)cc1	-2%	1%	-9%	-14%	5%	i	-4%	-12%	6%
7	COc1ccc(-c2csc(NC(=O)c3ccc(S(C)(=O)=O)cc3)n2)cc1	1%	-1%	1%	i	-10%	i	-1%	15%	3%
8	CCOc1ccc(CN2CCNC(=O)C2CC(=O)N(C)C2CCCCC2)cc1 (stereo unspecified)	1%	-3%	6%	-12%	15%	i	-14%	-1%	11%
9	O=C(NCCCN1CCN(C2CCCCC2)CC1)Nc1ccccc1C(F)(F)F	1%	0%	24%	-13%	-8%	i	-6%	-21%	4%
10	COc1ccc(S(=O)(=O)N2CCCCCC2)cc1C(=O)N(C)CC(=O)Nc1c(Cl)cccc1Cl	2%	-1%	5%	i	14%	i	0%	9%	2%
11	CN1CCN(S(=O)(=O)c2ccc3c(c2)C(C)(C)C(=O)N3C)CC1	0%	0%	-3%	-23%	-27%	i	-30%	0%	8%
12	Nc1nc(-c2cccnc2)nn1C(=O)c1ccccc1Cl	-6%	0%	0%	i	-18%	i	-11%	13%	-3%
13	O=C(NCc1ccc(Cl)s1)c1cc(COc2c(F)cccc2F)on1	2%	-1%	-11%	-26%	-2%	i	20%	-24%	-23%
14	NC(=O)c1ccccc1N/C=C/C(=O)c1ccccc1	nt	-1%	3%	-13%	-22%	nt	-12%	10%	0%
15	O=C1CC(c2c[nH]c3ccccc23)C(=O)N1c1ccccc1 (stereo unspecified)	9%	1%	0%	-12%[57.5 µM]	2%	i	-5%	-2%	0%
16	Cc1cncn1CCc1nc2c3ccccc3nc(SCC(=O)Nc3ccc(F)cc3)n2n1	nt	nt	-7%	i	-21%	nt	0%	4%	19%
17	Cc1cc(Br)ccc1NS(=O)(=O)c1c(C)[nH]c(=O)[nH]c1=O	-5%	1%	-12%	i	41%	i	-7%	48%[activator]	-3%
18	Cc1oc(-c2cccc(Cl)c2)nc1CSc1nnc(C)n2c1cc1occc12	nt	nt	-6%	i	-28%	nt	2%	0%	1%
19	Cc1ccc2nc(-c3ccc(NC(=O)COc4ccc(Br)cc4Br)cc3)sc2c1	nt	nt	-12%	-18%	24%	nt	1%	1%	-1%
20	Cc1ccc(C(Sc2ccccc2)C(Cn2cncn2)C(=O)c2ccccc2)cc1 (stereo unspecified)	14%	2%	24%	i	-7%	-104%*	?	?	16%
21	CCCCS(=O)CC(COC)OC(=O)c1ccccc1 (stereo unspecified)	0%	0%	-13%	i	-35%	i	14%	10%	-8%
22	O=C(CSc1nc2ccc([N+](=O)[O-])cc2[nH]1)NC1CCCCCC1	11%	0%	2%	-38%[inhibitor]	34%	i	?	?	17%
23	COc1ccc(S(=O)(=O)N2CCc3ccccc32)cc1C(=O)Nc1cc(S(C)(=O)=O)ccc1Cl	-1%	nt	2%	i	-7%	i	5%	13%	-18%
24	CCN1CCN(C(CNS(=O)(=O)c2ccccc2)c2ccccc2)CC1 (stereo unspecified)	0%	-2%	7%	i	-19%	i	0%	-21%	2%
25	CC(=O)NNc1ncnc2c1cnn2-c1ccc(C)c(C)c1	1%	-5%	-16%	i	1%	i	11%	13%	-3%
26	Cc1ccc(-n2ncc3c(NCCCn4ccnc4)ncnc32)cc1Cl	nt	nt	-27%	i	-8%	nt	1%	?	-23%
27	Cc1cc(S(=O)(=O)N2CCCC(N3CCOCC3)C2)c(C)cc1Cl (stereo unspecified)	9%	-3%	3%	-66%[inhibitor]	26%	i	6%	-24%	-2%
28	COc1ccc(CNCc2cc3c(C(C)(C)C)nn(-c4ccccc4)c3[nH]c2=O)cc1	-1%	1%	12%	-21%[57.5 µM]	10%	i	-24%	-19%	-19%
29	CN1CCN(Cc2cn(C)nc2-c2ccccc2F)CC1c1ccccc1 (stereo unspecified)	3%	-6%	-15%	i	5%	i	2%	?	-29%[9.22 µM]
30	Cc1c(C(=O)Nc2ccc(-c3nnc4n3CCCCC4)cc2)oc2ccc(Br)cc12	5%	-21%	4%	i	nt	i	?	?	-6%

Whole records, looked up by structure. Values in the order: aSyn rescue | MmCpn inh | Abeta yeast res | PTHR1 ag | FUS suppressor | pAkt inh | HEK293 tox | GLP-1R inv ag | TDP43 rescue
CCN1CCN(C(CNS(=O)(=O)c2ccccc2)c2ccccc2)CC1 (stereo unspecified) in the list: 0% | -2% | 7% | i | -19% | i | 0% | -21% | 2%
Cc1cncn1CCc1nc2c3ccccc3nc(SCC(=O)Nc3ccc(F)cc3)n2n1 in the list: nt | nt | -7% | i | -21% | nt | 0% | 4% | 19%
Cc1ccc(C(Sc2ccccc2)C(Cn2cncn2)C(=O)c2ccccc2)cc1 (stereo unspecified) in the list: 14% | 2% | 24% | i | -7% | -104%* | ? | ? | 16%

Next compounds follow.
no.	SMILES	aSyn rescue	MmCpn inh	Abeta yeast res	PTHR1 ag	FUS suppressor	pAkt inh	HEK293 tox	GLP-1R inv ag	TDP43 rescue
31	CC1=C(C(=O)OC(C)C)C(C)NC(=O)N1 (stereo unspecified)	7%	-2%	14%	i	-1%	i	-9%	-5%	17%
32	O=C(Nc1ccc(OCC(=O)N2CCOCC2)cc1)c1cccc(Cl)c1	0%	2%	-1%	i	6%	i	-2%	21%	-1%
33	O=C(CSc1nnc(Cn2c(=O)sc3ccccc32)n1-c1ccccc1)NCC1CCCO1 (stereo unspecified)	-4%	2%	-15%	8%	-5%	i	-1%	-11%	-13%
34	Cc1cscn1	13%	0%	-9%	-6%	-36%	i	4%	9%	5%
35	CCOc1nc(NCc2ccco2)nc(Nc2ccccc2F)n1	1%	2%	13%	i	12%	i	4%	1%	1%
36	O=C(NCc1ccccc1F)C1CCCN(C(=O)NC2CCCCC2)C1 (stereo unspecified)	6%	0%	7%	i	nt	i	-10%	-19%	0%
37	COC(=O)c1ccc(Cl)cc1NC(=O)NC(C)c1c(-n2cccc2)sc(C)c1C (stereo unspecified)	nt	nt	12%	i	13%	nt	-8%	?	14%
38	Oc1ccc(Br)cc1-c1cc(-c2ccccc2F)[nH]n1	-5%	-3%	29%	-9%	-3%	i	-8%	?	?
39	COc1ccc(NC(=O)C(c2ccccc2)N2Cc3ccccc3C2=O)cc1 (stereo unspecified)	nt	nt	13%	-7%	27%	nt	4%	?	0%[9.22 µM]
40	Cc1nnc2ccc(-c3ccc(NS(=O)(=O)c4ccccc4F)cc3)nn12	3%	-5%	2%	?	30%	i	26%	206%[activator]	-23%
41	O=C(Nc1ccc2c(c1)OCO2)C1CC(c2ccc(F)cc2)=NO1 (stereo unspecified)	7%	1%	7%	i	5%	i	-8%	2%	17%
42	COc1ccc(S(=O)(=O)NCC2CCCN(CC(C)(C)C)C2)cc1 (stereo unspecified)	-8%	-4%	-2%	-15%	10%	i	15%	-26%	11%
43	CC(C)(Oc1ccc(Cl)cc1)C(=O)NCCN1C(=O)S/C(=C/c2cccnc2)C1=O	18%	-1%	15%	-10%	2%	i	-12%	?	-8%
44	O=C(CSc1nnc(-c2cccs2)n1C1CC1)NCC1CCCO1 (stereo unspecified)	-1%	0%	5%	-21%	5%	i	-2%	7%	20%
45	COc1ccc(NC(=O)C2CCC(CNS(=O)(=O)c3csc(C(N)=O)c3)CC2)cc1 (stereo unspecified)	nt	nt	-15%	i	5%	nt	1%	2%	-10%
46	CCCN(CCC)CCSc1nc(O)c(C(C)C)c(=O)[nH]1	-1%	-4%	19%	i	-12%	i	3%	0%	12%
47	COc1ccc(OC)c(NC(=S)NCc2cccnc2)c1	-5%	-1%	6%	-12%	nt	i	-3%	14%	15%
48	O=C(OCCN1C(=O)c2ccccc2C1=O)c1cc2ccccc2o1	2%	1%	-6%	i	nt	i	0%	11%	10%

Some of the compounds tested; the hit share may differ from the screen's.
